Assay outcomes as filed in PubChem.
ELG1 DNA repair = blocks ELG1-dependent DNA repair in HEK293T cells | HEK293T ELG1-luciferase reporter, luminescence, 16 h; DNA damage induced by 5-fluorouridine | Potency, µM (doses to about 46.1 µM), without a hit: at the top dose activity change, negative = inhibition, usual class: inhibitors | 330,000 tested, 2.3% active; note: potency is the fitted concentration of half-maximal effect; % is set by controls: 0 for no effect and ±100 for the full control effect; nearly all actives have a fitted effect of over 55% in size
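HEK293T cells expressing luciferase-tagged ELG1 (2,000/well) received 5-Fluorouridine plus compound or DMSO for 16 hr at 37 °C. Luciferase was read by ONE-Glo luminescence after 30 min at room temperature.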
NPC1 promoter act = NPC1 promoter activation. Huh7 NPC1 promoter luciferase reporter, 24 h. Potency, µM (highest dose often 9.22 µM), for the others: top-dose activation, actives largely listed as activators. 320,000 tested, 2.4% active. AID 485313;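 note: potency is the fitted concentration of half-maximal effect; % of control where 0% means no effect; nearly all actives have a fitted effect of over 60% in size; reporter is driven by a mutant NPC1 promoter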
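Readout is luciferase luminescence, reflecting NPC1 promoter activation in stably transfected Huh7 cells after 24 h compound exposure at 37 °C in reduced-serum medium with 10% FBS.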
Tb PFK inh = inhibitors of T. brucei phosphofructokinase. T. brucei PFK, ADP-Glo luminescence. Potency, µM (highest dose often 57.5 µM), for inactives: at the highest dose activity, negative = inhibition, usual class: inhibitors. 330,000 tested, 0.17% active;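 note: potency is the fitted concentration of half-maximal effect; 0% = uninhibited 1x PFK enzyme wells and -100% = no-enzyme wells; nearly all actives have a fitted effect of over 60% in size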
Target sequence (O15648 whole entry, looked up): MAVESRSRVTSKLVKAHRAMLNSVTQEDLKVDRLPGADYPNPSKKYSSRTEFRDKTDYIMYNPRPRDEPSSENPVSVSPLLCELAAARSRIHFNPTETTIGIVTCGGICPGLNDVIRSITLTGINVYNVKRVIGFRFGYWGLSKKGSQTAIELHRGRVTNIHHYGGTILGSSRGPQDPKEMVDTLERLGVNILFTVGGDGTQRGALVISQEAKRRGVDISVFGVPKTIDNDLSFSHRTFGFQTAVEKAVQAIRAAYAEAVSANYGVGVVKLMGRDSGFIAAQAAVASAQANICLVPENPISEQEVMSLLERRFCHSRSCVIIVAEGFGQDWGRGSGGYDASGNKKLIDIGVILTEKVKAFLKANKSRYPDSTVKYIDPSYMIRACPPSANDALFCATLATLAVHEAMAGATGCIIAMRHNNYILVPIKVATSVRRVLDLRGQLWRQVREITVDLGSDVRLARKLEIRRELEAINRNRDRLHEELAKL
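Compounds were pin-transferred as a titration series up to 57 uM into substrate buffer (0.5 mM F6P, 0.1 mM ATP, pH 8.0), then 1.25 nM PFK was added and reactions ran 45 min before ADP-Glo detection.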
BRCA1 expr act = activators of BRCA1 expression; MCF7-BRCA1-FFLuc reporter, luminescence, 48 h; response scale: scaled: vehicle 0%, 10 µM genistein 100%; Potency, µM (highest dose often 46.1 µM), for inactives: at the highest dose activation, actives largely listed as activators; 380,000 tested, 1.1% active; note: potency is the fitted concentration of half-maximal effect; nearly all actives have a fitted effect of over 80% in size; some results filed as inactive show a strong effect at the top dose
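First, MCF7-BRCA1-FFLuc cells (2000/well) attach for 2 h; next, compounds are pin-added and incubated 48 h at 37 °C; finally, luciferase reagent is added and luminescence read after 15 min.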
FLuc counter = counter-screen for miR-21 project: firefly luciferase inhibitors or activators | P08659 | purified FLuc, Km substrates, luminescence inhibition | Potency, µM (top dose mostly 57.5 µM), for the others: at the top dose activity change, negative = inhibition, most hits filed as inhibitors | 360,000 tested, 6.9% active | AID 588342;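 note: potency is the fitted concentration of half-maximal effect; plate controls were vehicle for no effect and reference inhibitor for full effect; nearly all actives have a fitted effect of over 55% in size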
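Biochemical qHTS of compounds, final roughly 60 µM downward over six points, against 10 nM purified firefly luciferase using Km concentrations of substrates (10 uM D-luciferin, 10 uM ATP) in Tris acetate pH 7.5 buffer; luminescence output.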
ELG1 genotoxic = genotoxicity induction in ELG1-luciferase HEK293T cells. HEK293T ELG1-luciferase reporter, luminescence, 16 h. Potency, µM (titrated, usually from 46 µM), inactives show top-dose activity change, positive = activation, most hits filed as activators. 330,000 tested, 1.3% active. AID 504466; note: potency is the fitted concentration of half-maximal effect; % of control where 0% means no effect; nearly all actives have a fitted effect of over 60% in size
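Step 1: seed 2,000 HEK293T ELG1-luciferase cells per well. Step 2: add compound or DMSO, incubate 16 hr at 37 °C. Step 3: ONE-Glo, 30 min at room temperature, read luminescence.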
TRPV1 ag = agonists of human vanilloid receptor 1 (TRPV1) | TRPV1-expressing cells, Fluo-8 calcium influx, agonist mode | activation, % at 8.33 µM | 320,000 tested, 0.19% active | AID 540275; in the data active = activation above about 80%; inconclusive = between about 30% and that limit; note: 0% is about no effect
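Fluo-8 calcium influx in TRPV1-expressing cells, kinetic read (ex 480/em 520 nm). Compound added and read 3 min for agonist activity, followed by capsaicin at EC20 final and 2 min further read for enhancement.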
Rab9 promoter act = Rab9 promoter activation. Huh7 Rab9 promoter-luciferase reporter, luminescence, 24 h. Potency, µM (doses to about 9.22 µM), for inactives: top-dose activation, negative = inhibition, hits mostly activators. 320,000 tested, 2.8% active. AID 485297; note: potency is the fitted concentration of half-maximal effect; % of control where 0% means no effect; nearly all actives have a fitted effect of over 60% in size
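Cells were plated at 1500 per well in reduced-serum medium with 10% FBS and left 2 h. Compound in DMSO was then added for 24 h at 37 °C. Reporter signal was read by luminescence after 10 min with luciferase detection reagent.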
RORgamma inh = inhibitors of mouse ROR gamma transcriptional activity. Drosophila S2 Gal4-RORgamma UAS-luciferase reporter, 20 h. Potency, µM (titrated, usually from 53.6 µM), for inactives: at the top dose activity change, negative = inhibition, actives largely listed as inhibitors. P51450. 310,000 tested, 5.4% active. AID 2551; note: potency is the fitted concentration of half-maximal effect; % is set by controls: 0 for no effect and ±100 for the full control effect; nearly all actives have a fitted effect of over 60% in size
Target sequence (P51450 whole entry, looked up, the tested form may be a part): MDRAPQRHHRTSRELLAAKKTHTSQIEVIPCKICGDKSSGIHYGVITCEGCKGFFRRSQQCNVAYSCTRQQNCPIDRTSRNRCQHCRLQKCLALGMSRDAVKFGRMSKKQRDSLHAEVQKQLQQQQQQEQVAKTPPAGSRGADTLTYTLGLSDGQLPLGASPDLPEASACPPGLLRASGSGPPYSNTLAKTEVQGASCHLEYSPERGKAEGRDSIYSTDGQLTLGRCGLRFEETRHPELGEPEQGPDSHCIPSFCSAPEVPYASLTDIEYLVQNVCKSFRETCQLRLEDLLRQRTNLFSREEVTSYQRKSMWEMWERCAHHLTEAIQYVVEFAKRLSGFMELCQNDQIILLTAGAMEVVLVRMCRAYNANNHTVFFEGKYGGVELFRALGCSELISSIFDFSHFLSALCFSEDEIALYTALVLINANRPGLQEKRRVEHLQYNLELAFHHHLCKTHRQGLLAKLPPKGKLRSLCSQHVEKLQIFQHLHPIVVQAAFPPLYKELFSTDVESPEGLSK
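Drosophila S2 cells stably expressing Gal4-DBD/mouse RORγ fusion under metallothionein promoter plus UAS-luciferase; compound 1 h, then 700 uM CuSO4 induction for 20 h at ambient temperature; inhibition read as reduced luminescence.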
p53 reactivator = mutant p53 re-activation in reporter cells. 320,000 tested, 0.063% active. AID 504706. H1299 p53-A138V BP100-luciferase reporter, luminescence, 24 h. Potency, µM (titrated, usually from 92.2 µM), inactives show top-dose activity change, positive = activation, hits mostly activators; note: potency is the fitted concentration of half-maximal effect; % of control where 0% means no effect; nearly all actives have a fitted effect of over 45% in size
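p53-null H1299 cells stably carrying temperature-sensitive p53-A138V and a BP100-luciferase reporter were pinned with compounds (4-point, 1:5 series) and held 24 hrs at 37 deg C. Luminescence was read 10 min after detection reagent.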
VP16 counter = counter-screen for ROR gamma inhibitors: Gal4-VP16 reporter. Potency, µM (top dose mostly 53.6 µM), for the others: top-dose activity, negative = inhibition, actives largely listed as inhibitors. Drosophila S2 Gal4-VP16 UAS-luciferase, luminescence, 20 h. 310,000 tested, 3.5% active. AID 2546;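 note: Gal4-VP16 expression switched on by copper sulfate through the metallothionein promoter; potency is the fitted concentration of half-maximal effect; % is set by controls: 0 for no effect and ±100 for the full control effect; nearly all actives have a fitted effect of over 50% in size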
* = called active by the depositor; ? = inconclusive; nt = no result given; & = joins results of further samples; [ ] = dose if it differs, or a comment. Unless noted, calls come from the whole dose curve; as a rule, active = well fitted curve in the direction sought with a large enough effect; inconclusive = small, poorly fitted or top-dose-only effect, or another doubt; inactive = no such curve, though single readings can be large; an effect the other way counts as inactive or inconclusive.

SMILES	ELG1 DNA repair	NPC1 promoter act	Tb PFK inh	BRCA1 expr act	FLuc counter	ELG1 genotoxic	TRPV1 ag	Rab9 promoter act	RORgamma inh	p53 reactivator	VP16 counter
C/C(=N\NC(=O)CSc1nc(C)cc(C)n1)c1cccc([N+](=O)[O-])c1	4.6%	2.6%	2.4%	-2.5%	-0.9%	6.6%	-3.0	-4.5%	-9.9%	0.5%	-4.7%
COc1ccccc1N(CC(=O)NCCSCc1ccc(Cl)cc1)S(C)(=O)=O	-11.6%	-2.1%	8.9%	-4.5%	1.4%&-0.4%	-9.7%	-5.3	-12.0%	27.1%	-1.5%	7.6%
COC(=O)c1ccccc1NC1=C/C(=N\S(=O)(=O)c2cccs2)c2ccccc2C1=O	5.17µM*	-6.6%	2.1%	-97.4%&-104.2%[inhibitor]	?	-25.0%	1.5	-32.6%[inhibitor]	27.0%	-11.1%	?
CCOC(=O)c1c(NC(=O)CN2C(=O)c3ccccc3C2=O)sc(Cc2ccc3c(c2)OCO3)c1C	11.5%	-1.3%	-0.1%	3.2%	3.8%	-0.6%	-1.2	0.3%	-8.1%	0.1%	7.3%
c1ccc2oc(-c3ccn[nH]3)cc2c1	?	2.82µM*	-5.4%	4.47µM*	8.49µM*	?	20.4	3.16µM*	-33.8%	10.1%	-15.9%
O=C1OCCN1C(=O)[C@H]1[C@H](c2ccccc2)C(c2ccccc2)=NN1c1ccc(Br)cc1	10.5%	nt	0.9%	-16.2%	nt	-1.4%	nt	nt	15.0%	-2.2%	-7.8%
O=C(NNC(=S)Nc1cccc(Cl)c1)c1ccccc1OC(F)F	?	1.2%	-0.9%	-83.3%	-5.3%	-8.6%	2.7	1.3%	-40.2%	?	-17.6%
N#C/C(=C\c1ccc(-c2ccc(C(=O)O)cc2)o1)C(=O)Nc1ccc(F)cc1	19.0%	?	-1.7%	-19.8%	2.39µM*	2.3%	-2.2	?	-4.1%	24.8%	-5.4%
CC(=O)N1N=C2/C(=C/c3ccccc3)CCCC2C1c1ccccc1 (centres undefined)	?	?	-4.5%	-51.8%	?	?	27.0	?	11.0%	2.9%	-26.1%
Cc1ccc(OCc2ccc(C(=O)N3CCCC3)o2)c([N+](=O)[O-])c1	?	20.2%	1.0%	36.5%	?	14.5%	13.1	18.0%	38.4%	10.4%	-6.2%
CC(C)OC(=O)CSc1nnc2n1C(C)(C)Cc1ccccc1-2	-3.1%	-4.1%	0.4%	3.5%	-13.6%	0.0%	6.9	-0.6%	-5.9%	0.7%	-4.1%
Cc1cc(C)cc(-c2nnc(SCC(=O)NC3CC3)o2)c1	?	-3.5%	-15.9%	17.7%	nt	4.6%	6.9	0.8%	nt	5.0%	nt
CCN(CC)S(=O)(=O)c1ccc2c3c(cccc13)C(=O)N2	-2.3%	-0.1%	-0.4%	1.2%	1.8%	-0.3%	-4.1	-11.4%	-16.4%	-16.7%	-6.6%
Cc1ccc(C(=O)NNC(=O)Cc2cccs2)cc1	?	10.0%	0.7%	53.4%	?	12.5%	4.4	14.5%	-7.7%	?	?
COc1ccccc1OCCCCN1CCCCC1	-0.6%	-1.9%	0.7%	0.8%	3.2%	-2.6%	-3.2	-7.3%	-1.3%	nt	-1.1%

Given as labelled records: entries from further up
O=C1OCCN1C(=O)[C@H]1[C@H](c2ccccc2)C(c2ccccc2)=NN1c1ccc(Br)cc1
  ELG1 DNA repair = 10.5%; NPC1 promoter act = nt; Tb PFK inh = 0.9%; BRCA1 expr act = -16.2%; FLuc counter = nt; ELG1 genotoxic = -1.4%; TRPV1 ag = nt; Rab9 promoter act = nt; RORgamma inh = 15.0%; p53 reactivator = -2.2%; VP16 counter = -7.8%
O=C(NNC(=S)Nc1cccc(Cl)c1)c1ccccc1OC(F)F
  ELG1 DNA repair = ?; NPC1 promoter act = 1.2%; Tb PFK inh = -0.9%; BRCA1 expr act = -83.3%; FLuc counter = -5.3%; ELG1 genotoxic = -8.6%; TRPV1 ag = 2.7; Rab9 promoter act = 1.3%; RORgamma inh = -40.2%; p53 reactivator = ?; VP16 counter = -17.6%

Other structures follow.
SMILES	ELG1 DNA repair	NPC1 promoter act	Tb PFK inh	BRCA1 expr act	FLuc counter	ELG1 genotoxic	TRPV1 ag	Rab9 promoter act	RORgamma inh	p53 reactivator	VP16 counter
CCCn1nc(NC(=O)C2CCCO2)c2cc3cc(C)ccc3nc21 (centres undefined)	?	?	-0.5%	?	?	?	?	?	35.2%	0.5%	?
Cc1ccc(N=C2NC(=O)/C(=C\c3ccc(C)s3)S2)cc1	-12.6%	-6.0%	2.3%	19.3%	?	3.5%	-2.3	-1.2%	6.3%	-0.8%	-2.9%
O=C(C1CCCN(c2ncnc3c2nc2n3CCCCC2)C1)N1CCN(c2ccccc2F)CC1 (centres undefined)	9.2µM*	-4.4%	-4.2%	8.0%	-0.4%	-15.5%	?	2.1%	?	-13.3%	-28.7%
COc1cc(C(=O)NC(=S)Nc2ccc3c(c2)C(=O)N(C)C3=O)cc(OC)c1OC	-17.1%	0.1%	-2.3%	0.5%	3.0%	-1.3%	-6.6	2.0%	2.2%	1.8%	-14.4%
CSc1nc(C)c(C(=O)C[n+]2ccc(C)cc2)cc1C#N	11.6%	-0.8%	-8.0%	2.7%	-2.5%	0.3%	7.6	-2.3%	14.2%	-0.7%	-2.5%
O=C(NNS(=O)(=O)c1ccc([N+](=O)[O-])cc1)C(=O)Nc1cccc(C(=O)O)c1	23.0%	1.3%	13.6%	6.7%	16.9µM*	4.1%	-0.3	11.0%	-37.7%	12.5%	10.3%
O=C(c1ccccc1)N1CCCOC1c1ccccc1 (centres undefined)	?	6.4%	1.0%	-0.1%	-0.7%	-11.2%	2.0	3.2%	-11.9%	2.2%	-10.6%
O=C(CSc1cccs1)Nc1ccc2ccccc2c1	?	?	-2.3%	?	21.3µM*	?	?	?	-4.5%	25.8%	4.0%
CCOC(=O)COn1c(=O)c(-c2ccc(OCC)cc2)[n+]([O-])c2ccccc21	?	-7.2%	2.4%	86.7%	?	7.9%	-2.9	-2.7%[1.84 µM]	4.1%	3.2%	-6.5%
O=C(c1cccc(F)c1F)N1CCCC1	1.3%	-1.9%	3.7%	4.4%	9.3%	-2.8%	7.6	-0.1%	-3.2%	-1.1%	-10.1%
Cc1ccccc1CNS(=O)(=O)c1c(C(=O)N2CCCC2)c(C)n(C)c1C	13.2%	-1.9%	0.8%	0.0%	2.1%	0.2%	-5.5	0.7%	-3.1%	-1.1%	3.7%
CC1=CC(C)C2C(=O)N(c3ccccc3)C(=O)C2C1 (centres undefined)	4.9%	-4.4%	-11.5%	50.6%	1.0%[2.3 µM]	0.0%	0.4	-5.7%	?	-6.1%	15.3%
CCC(C(=O)NC1CCCC1)N(Cc1ccco1)C(=O)Cn1nnc(-c2ccc(C)cc2)n1 (centres undefined)	?	-0.4%	1.2%	-50.8%	-1.4%	-20.3%	-7.0	-3.7%	8.7%	-7.8%	-0.2%
CCCCn1c(N)c(N(CC)C(=O)c2ccccc2F)c(=O)[nH]c1=O	-3.0%	6.9%	-1.0%	32.0%	3.3%	0.3%	-9.2	17.1%	1.3%	4.0%	7.5%
CC(C)C(=O)Nc1nc2c(ncn2C2CC(O)C(CO)O2)c(=O)[nH]1 (centres undefined)	1.5%	1.1%	-3.2%	48.4%	1.6%	1.6%	-3.8	-4.7%	-9.7%	-1.6%	-0.8%
COc1cccc(CNC(=O)CN2CCC(c3nc4ccc(C)cc4[nH]3)CC2)c1	1.1%	-5.6%	1.8%	-27.6%	?	3.7%	2.7	-2.2%	-0.7%	-2.4%	-2.3%
CCN1C(=O)[C@H]2[C@@H](c3ccc(-c4cc(C(C)=O)cs4)cc3)N[C@@](Cc3ccccc3)(C(=O)OC)[C@H]2C1=O	15.9%	nt	8.5%	0.0%	nt	-0.5%	nt	nt	nt	-1.3%	nt
C/C(=N\OCC(=O)Nc1ccccc1Br)c1cccs1	-2.9%	4.7%	-1.2%	9.5%	?	7.5%	18.7	10.1%	30.4%	1.9%	8.9%
COc1ccc2nc(NC(=S)NC(=O)c3ccco3)sc2c1	?	3.16µM*	0.7%	5.01µM*	0.675µM*	?	-0.4	1µM*	1.12µM*	29.7%	?
CCOc1ccc(/C=N/NC(=O)c2nnn(-c3nonc3N)c2COc2ccc(F)cc2)cc1	-2.9%	2.3%	0.4%	-11.1%	0.3%	3.3%	0.1	2.0%	-23.6%	-3.6%	-16.3%
Cc1cc(C(=O)CCl)c(C)n1CCc1ccc(Cl)cc1	?	-33.5%[inhibitor]	-3.9%	-68.7%	1.6%	?	9.3	-3.5%	12.6µM*	-7.1%	?
CS(=O)(=O)N1CCN(c2cnn(-c3ccccc3)c(=O)c2Cl)CC1	?	-1.3%	-0.3%	41.2%	-0.5%	-6.2%	4.9	-3.8%	7.7%	0.7%	1.7%
